Pol iota inh – qHTS for Inhibitors of Polymerase Iota | Pol iota fluorescent replication assay, 10 min | Potency, µM (titrated, usually from 115 µM), without a hit: at the top dose activity, negative = inhibition, hits mostly inhibitors | 390,000 compounds, 1% hits
Target sequence (Q9UNA4 whole entry, looked up): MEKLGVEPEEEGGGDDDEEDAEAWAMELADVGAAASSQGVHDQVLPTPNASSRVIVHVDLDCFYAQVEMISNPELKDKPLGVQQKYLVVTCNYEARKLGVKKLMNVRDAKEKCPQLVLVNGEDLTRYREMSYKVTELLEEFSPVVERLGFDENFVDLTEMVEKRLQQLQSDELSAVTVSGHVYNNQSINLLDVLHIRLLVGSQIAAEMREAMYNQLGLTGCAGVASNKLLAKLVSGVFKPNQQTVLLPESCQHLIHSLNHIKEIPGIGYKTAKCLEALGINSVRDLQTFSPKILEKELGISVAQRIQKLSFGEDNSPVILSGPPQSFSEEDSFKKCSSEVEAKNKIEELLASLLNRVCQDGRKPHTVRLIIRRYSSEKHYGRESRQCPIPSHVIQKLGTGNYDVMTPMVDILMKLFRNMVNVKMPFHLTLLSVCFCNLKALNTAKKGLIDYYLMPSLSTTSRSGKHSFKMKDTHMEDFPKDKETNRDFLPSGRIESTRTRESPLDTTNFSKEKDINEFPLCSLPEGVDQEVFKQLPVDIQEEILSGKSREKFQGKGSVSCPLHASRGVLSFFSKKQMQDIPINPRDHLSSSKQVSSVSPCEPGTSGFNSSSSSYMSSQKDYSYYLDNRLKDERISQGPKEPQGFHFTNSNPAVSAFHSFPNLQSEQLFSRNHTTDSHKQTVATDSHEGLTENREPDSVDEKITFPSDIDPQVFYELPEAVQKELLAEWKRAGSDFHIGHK
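Fluorescent replication assay read twice, at 0 min and 10 min after adding 50 nM (final) substrate. Enzyme (10 nM) and compounds were first incubated 15 min at room temperature; enzyme-free buffer wells were negative controls.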
POLK inh – qHTS for Inhibitors of Polymerase Kappa; DNA polymerase kappa (Homo sapiens), Q9UBT6; purified Pol kappa, fluorescent DNA synthesis assay, 10 min; Potency, µM (titrated, usually from 107 µM), for inactives: at the top dose activity, negative = inhibition, usual class: inhibitors; 400,000 compounds, 0.53% hits; AID 588579, 2011; further: on the % scale 0 is the no-effect control and ±100 the full control effect
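Kinetic fluorescence readout at 0 and 10 min followed reaction start with substrate at 50 nM final. Beforehand, enzyme (10 nM Pol kappa) stood 15 min with compound at room temperature; buffer-only wells were negative controls.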
POLH inh – qHTS for Inhibitors of Polymerase Eta; DNA polymerase eta (Homo sapiens), Q9Y253; recombinant Pol eta, fluorescent DNA replication assay; Potency, µM (doses to about 114 µM), without a hit: top-dose activity change, negative = inhibition, usual class: inhibitors; 390,000 compounds, 1.2% hits; further: on the % scale 0 is the no-effect control and ±100 the full control effect
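Fluorescent replication assay: 50 nM final substrate added after a 15 min room-temperature compound preincubation with 10 nM enzyme. Signal taken at 0 min and again at 10 min.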
* marks the source's active call; other numbers are inactive results; ? = inconclusive; & = joins results of further samples; [ ] = dose if it differs, or a comment. The call rests on the fitted dose curve; in most records, active means well fitted inhibition curve with a large enough effect; inconclusive means small, poorly fitted or top-dose-only effect, or another doubt; inactive means no such curve, though single readings can be large or run the other way. Potency means the concentration at half of the fitted maximal effect.

SMILES,Pol iota inh,POLK inh,POLH inh
Cc1ccc(Nc2ncc3c(=O)[nH][nH]c(=O)c3n2)cc1,22%,-23%,2%
O=C(Nc1ccc(OC(F)F)cc1)c1cc(S(=O)(=O)N2CCOCC2)ccc1N1CCCC1,9%,-13%,-12%
CCOc1ccc(Nc2nc3ccccc3n2C)cc1,13%[58.9 µM],-9%,-1%
Cn1[nH]cc(C=NC(N)=O)c1=O,6%,-8%,-5%
Cc1cc(C)nc(NC(=O)c2c(F)c(F)c(F)c(C(=O)Nc3cc(C)cc(C)n3)c2F)c1,-13%,-5%,45%[activator]
FC(F)(F)c1ccc(-c2cccc3c2C2CC3CCN2)cc1 (stereo unspecified),-12%,-5%,-18%
CC(C)NC(=O)C1(N2C(=O)c3ccccc3C2=O)CCCC1,-4%,-4%,-17%
COc1ccc(C(=O)Oc2c(CN3CCOCC3)cc(Cl)c3cccnc23)cc1OC,-16%&-6%,-10%&4%,-5%
O=C(O)c1ccc(-c2noc(-c3cccc(F)c3)n2)cc1,?,-14%,-4%
CC(Oc1ccccc1)C(=O)N1CCC2(CC1)Oc1ccc(F)cc1C(=O)C21CC(c2ccc(Cl)cc2)=NO1 (stereo unspecified),36%[activator],10%,-2%
Brc1cccc(CNn2cnnc2)c1,-2%,-3%,-9%
CCc1ccc(NC(=O)C(C)OC(=O)CCN2C(=O)C3CC=CCC3C2=O)cc1 (stereo unspecified),13%,-7%,-14%
O=C(CN1CCN(C(=O)c2ccco2)CC1)Nc1ccc2c(c1)OCO2,11%,-3%,-10%
c1ccc(SSc2ccccn2)nc1,?,-11%,-4%
COc1ccc(-c2nnn(CCc3nn[nH]n3)n2)cc1,28%,1%,-3%
CCc1ccccc1N=Cc1c(C)c(C#N)c2[nH]c3ccccc3n2c1=O,-21%,-7%,-8%
Cc1c(C(=O)NCCN2CCOCC2)sc2nc(-c3ccc(F)cc3)cn12,2%,-3%,-5%
O=C(NCCCCCCCCNC(=O)c1cccc2ccccc12)c1cccc2ccccc12,17%,-12%,-10%
COc1ccccc1C=NNc1nc(C)cc(=O)[nH]1,14%,-9%,-8%
Cc1noc(C)c1COc1ccccc1C(=O)NCCc1ccc(F)cc1,-13%,-1%,-4%
CC(C)C1CC(C(=O)Nc2ccccc2)C(=O)O1 (stereo unspecified),108%[activator],-7%,-7%
COc1ccc(OC)c(C(=O)c2coc3cc(Br)c(O)c(Br)c23)c1,123%[activator],-18%,-2%
CC(=O)OC1CCC2(C)C(CCC3C2CC(=O)C2(C)C3CC(C(C(C)=O)C(C)=O)C2C(C)=O)C1 (stereo unspecified),31%[activator],7%,-19%
Cc1nc(N)nc(Cl)c1CCC1OCCO1,-2%,-14%,-11%
CC1(C)C2CC[C@]3(C)C(CC=C4[C@@H]5C[C@@](C)(CO)[C@@H](O)C[C@]5(C(=O)O)CC[C@]43C)[C@@]2(C)CC[C@@H]1O (stereo partly specified),-1%,10%,-2%
COc1cc(C(=O)Nc2cc(S(=O)(=O)N3CCOCC3)ccc2N2CCOCC2)ccc1OC(F)F,18%,-5%,-20%
O=C(O)C1CCCCC1C(=O)Nc1ccc(S(=O)(=O)N2CCOCC2)cc1 (stereo unspecified),52%[activator],-15%,?
Cc1cccc(Cc2cccc(C)c2O)c1O,-18%,-10%,-12%
O=C(Nc1ccccc1)OCCN1CCOCC1,-9%,-10%,-6%
COc1ccc(NC(=O)c2ccc3c(c2)S(=O)(=O)c2ccccc2C3=O)cc1,29%,4%,1%
CC1CCc2c(ccc3ccccc23)C1=O (stereo unspecified),8%,-13%,-3%
C#Cc1ccc([C@@H]2C=C(C(=O)O)O[C@H](OCC)[C@H]2CCCO)cc1,?,50µM*,7.9µM*
Cn1c(=O)c2c(nc(CN3CCN(c4ccccc4)CC3)n2CCCc2ccccc2)n(C)c1=O,-2%,-4%,-19%
Fc1ccc(NC(=S)N2CCN(c3ccccn3)CC2)cc1Cl,16%,-8%,-10%
O=C1CCCCCCCCCC/C(=N\O)CCCO1,-4%,0%,-12%
COc1ccc(CC(=O)Nc2cc(S(=O)(=O)N3CCOCC3)ccc2N2CCOCC2)cc1OC,-4%,-9%,-11%
O=C1c2ccccc2S(=O)(=O)c2cc(C(=O)N3CCC(N4CCCC4)CC3)ccc21,?,3%,-16%
O=C(O)/C(=C/c1ccc(Cl)c([N+](=O)[O-])c1)c1ccc(S(=O)(=O)N2CCCCC2)s1,?,89µM*,28µM*
Cc1ccc2c(c1)N(CC(=O)Nc1ccccc1F)C(=O)C(C)O2 (stereo unspecified),-6%,-6%,-10%
O=C(NC1CC1)C1=C[C@@H](c2ccc(C(F)(F)F)cc2)C[C@@H](OCCCCO)O1,34%,-3%,-19%
CCOC(=O)C1CCCCN1C(=O)c1cc2ccc(OC)cc2c2cc(OC)c(OC)cc12 (stereo unspecified),2%,-7%,-18%
CC(=O)N1c2ccc(C)cc2Sc2c1ccc1ccccc21,22%,-24%,-9%
CC(C)Cn1cnc2c(SCCc3ccccc3)nc(N)nc21,8%,-4%,-17%
O=C(Nc1ccc(F)c(Cl)c1)C1CC2CCC1C2 (stereo unspecified),45%[activator],8%,-3%
CC(C)(C)S(=O)N1Cc2cc(=O)n(Cc3ccccc3)cc2[C@@H]1CCO (stereo partly specified),24%,9%,-6%
COc1ccc(-n2c(SCC(=O)Nc3ccccc3)nnc2-c2ccoc2C)cc1,?,-18%,-11%
CCC1CCC/C1=N\NC(=O)c1ccccc1C (stereo unspecified),117%[activator],5%,-14%
CC(=O)Nc1cc(C)ns1,2%,3%,-13%
COc1cc2oc3ccc(C#Cc4ccc(N)cc4)cc3c(=O)c2cc1OC,-9%,-1%,-8%
O=c1ccc(-c2ccccc2)nn1Cc1ccccc1,14%,-3%,-15%
COc1ccc(-c2csc(NC(C)c3nc4cc(Cl)c(Cl)cc4n3CCCO)n2)cc1 (stereo unspecified),2%,-4%,-18%
O=C(C1CCN(S(=O)(=O)c2cccc3cccnc23)CC1)N1CCN(Cc2ccccc2)CC1,2%,-2%,-10%
CC(C)O/C(=N/S(=O)(=O)c1ccc(Cl)cc1)c1ccccc1,-10%,1%,-20%
CN(C(=O)c1ccc(-c2ccccc2)cc1)C1CCCCC1,37%[activator],0%,-14%
O=C(C(Br)=Cc1ccccc1)c1ccccc1,?,-15%,-10%
Cc1cccn2c(=O)c3cc(C#N)c(=N)n(CCCN4CCOCC4)c3nc12,21%,-7%,0%
CCN1CCN(c2ccc(S(=O)(=O)N3CCCCC3)cc2NC(=O)CCNC(C)=O)CC1,40%[activator],-2%,-6%
CN(C(=O)c1ccc(NC(=O)Cc2ccc(NC(=O)C3CCCN(C(=O)C4CCC4)C3)cc2)cc1)C1CCCC1 (stereo unspecified),-9%,11%,-13%
N#Cc1c(N)nc2c(c1-c1ccncc1)CCCCCC2,-8%,1%,-12%
CCCCCN1C(=O)/C(=C/c2c(N3CCc4ccccc4C3)nc3ccccn3c2=O)SC1=S,93%[activator],-25%,-8%

7 compounds already listed, sorted by the number in Pol iota inh, descending:
SMILES,Pol iota inh,POLK inh,POLH inh
O=C(NC1CC1)C1=C[C@@H](c2ccc(C(F)(F)F)cc2)C[C@@H](OCCCCO)O1,34%,-3%,-19%
CC(C)(C)S(=O)N1Cc2cc(=O)n(Cc3ccccc3)cc2[C@@H]1CCO (stereo partly specified),24%,9%,-6%
O=c1ccc(-c2ccccc2)nn1Cc1ccccc1,14%,-3%,-15%
CC1CCc2c(ccc3ccccc23)C1=O (stereo unspecified),8%,-13%,-3%
CC(=O)Nc1cc(C)ns1,2%,3%,-13%
CN(C(=O)c1ccc(NC(=O)Cc2ccc(NC(=O)C3CCCN(C(=O)C4CCC4)C3)cc2)cc1)C1CCCC1 (stereo unspecified),-9%,11%,-13%
CC(C)O/C(=N/S(=O)(=O)c1ccc(Cl)cc1)c1ccccc1,-10%,1%,-20%

Next section.
SMILES,Pol iota inh,POLK inh,POLH inh
CC12C=CC(=O)C=C1C(F)CC1C3CCC(O)(C(=O)CO)C3(C)CC(O)C12F (stereo unspecified),20%,-10%,-11%
CCc1n[nH]c(=S)n1/N=C/c1ccc(-c2ccc(Br)cc2)o1,21%,12%,-17%
CCOC(=O)Nc1ccc([N+](=O)[O-])cc1OC,9%,1%,-8%
COc1cccc2c1C(=O)c1c(O)c3c(c(O)c1C2=O)CC(O)(C(C)=O)CC3OC1CC(O)C(O)C(C)O1 (stereo unspecified),45µM*,?,25µM*
Cc1cccc[n+]1CC(=O)c1ccc([N+](=O)[O-])cc1,-8%,11%,-17%
CC(C)C[C@H]1CN([C@@H](CC(C)C)CN2CCC[C@@H]2CN2C(=O)C(=O)NC[C@@H]2Cc2ccccc2)C(=O)C(=O)N1CC1CCCCC1,-15%,-10%,-16%
NC(C(=O)O)C1ON=C(Cl)C1O (stereo unspecified),14%,-3%,?
CC(=O)c1cc2c(cc1C)CCCC2(C)C,3%,4%,-8%
Cc1ccc(S(=O)(=O)CCC(=O)OCc2nnc(-c3ccc([N+](=O)[O-])cc3)o2)cc1,-3%,-3%,-18%
COC(=O)C1(NC(=O)CNC(=O)OCc2ccccc2)CCCC1,107%[activator],-2%,1%
Cc1cc(-c2cc(C(=O)Nc3ccccc3)on2)nc(NCC2CC2)n1,12%,-15%,-9%
CCN1CCN(c2ccc(S(=O)(=O)N3CCOCC3)cc2NC(=O)CC(NC(C)=O)c2ccccc2)CC1 (stereo unspecified),?,-4%,-12%
O=C1C2CCC(C2)C1CN1CCOCC1 (stereo unspecified),26%,6%,-21%
OC(COc1ccccc1)CN1CCCCC1 (stereo unspecified),4%,-15%,-17%
Cc1ccc(C2C=C(c3ccccc3)Nc3ncnn32)cc1 (stereo unspecified),-4%,-10%,-5%
O=C(c1ccc(OC2CCN(CCCc3ccccc3)CC2)cc1)N1CCCC1,39%[activator],-7%,3%
CC(C)(CNC(=O)c1cccc(F)c1)CNC(=O)c1cccc(F)c1,25%,16%,-10%

Part of the list above in a different format:
structure: CC(C)C[C@H]1CN([C@@H](CC(C)C)CN2CCC[C@@H]2CN2C(=O)C(=O)NC[C@@H]2Cc2ccccc2)C(=O)C(=O)N1CC1CCCCC1
  Pol iota inh: -15%
  POLK inh: -10%
  POLH inh: -16%

structure: CCc1n[nH]c(=S)n1/N=C/c1ccc(-c2ccc(Br)cc2)o1
  Pol iota inh: 21%
  POLK inh: 12%
  POLH inh: -17%

structure: NC(C(=O)O)C1ON=C(Cl)C1O (stereo unspecified)
  Pol iota inh: 14%
  POLK inh: -3%
  POLH inh: ?

structure: Cc1cc(-c2cc(C(=O)Nc3ccccc3)on2)nc(NCC2CC2)n1
  Pol iota inh: 12%
  POLK inh: -15%
  POLH inh: -9%

Filtered by structure, the entries above with bromine
SMILES,Pol iota inh,POLK inh,POLH inh
Brc1cccc(CNn2cnnc2)c1,-2%,-3%,-9%
COc1ccc(OC)c(C(=O)c2coc3cc(Br)c(O)c(Br)c23)c1,123%[activator],-18%,-2%
O=C(C(Br)=Cc1ccccc1)c1ccccc1,?,-15%,-10%
CCc1n[nH]c(=S)n1/N=C/c1ccc(-c2ccc(Br)cc2)o1,21%,12%,-17%

This is a subset (hit frequency here may not be typical).
